Cav32 inh: blocks human Cav3.2 T-type calcium channel. AID 449739. O95180. B-score at 10 µM. 4% of 100,000 active. Cav3.2-expressing cells, Fluo-4 calcium fluorescence FDSS; stronger effect = lower value;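 active = single-dose well whose peak fluorescence ratio is a statistical outlier from its plate by either plate-standardised score or position-corrected B-score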
Target sequence (O95180 whole entry, looked up): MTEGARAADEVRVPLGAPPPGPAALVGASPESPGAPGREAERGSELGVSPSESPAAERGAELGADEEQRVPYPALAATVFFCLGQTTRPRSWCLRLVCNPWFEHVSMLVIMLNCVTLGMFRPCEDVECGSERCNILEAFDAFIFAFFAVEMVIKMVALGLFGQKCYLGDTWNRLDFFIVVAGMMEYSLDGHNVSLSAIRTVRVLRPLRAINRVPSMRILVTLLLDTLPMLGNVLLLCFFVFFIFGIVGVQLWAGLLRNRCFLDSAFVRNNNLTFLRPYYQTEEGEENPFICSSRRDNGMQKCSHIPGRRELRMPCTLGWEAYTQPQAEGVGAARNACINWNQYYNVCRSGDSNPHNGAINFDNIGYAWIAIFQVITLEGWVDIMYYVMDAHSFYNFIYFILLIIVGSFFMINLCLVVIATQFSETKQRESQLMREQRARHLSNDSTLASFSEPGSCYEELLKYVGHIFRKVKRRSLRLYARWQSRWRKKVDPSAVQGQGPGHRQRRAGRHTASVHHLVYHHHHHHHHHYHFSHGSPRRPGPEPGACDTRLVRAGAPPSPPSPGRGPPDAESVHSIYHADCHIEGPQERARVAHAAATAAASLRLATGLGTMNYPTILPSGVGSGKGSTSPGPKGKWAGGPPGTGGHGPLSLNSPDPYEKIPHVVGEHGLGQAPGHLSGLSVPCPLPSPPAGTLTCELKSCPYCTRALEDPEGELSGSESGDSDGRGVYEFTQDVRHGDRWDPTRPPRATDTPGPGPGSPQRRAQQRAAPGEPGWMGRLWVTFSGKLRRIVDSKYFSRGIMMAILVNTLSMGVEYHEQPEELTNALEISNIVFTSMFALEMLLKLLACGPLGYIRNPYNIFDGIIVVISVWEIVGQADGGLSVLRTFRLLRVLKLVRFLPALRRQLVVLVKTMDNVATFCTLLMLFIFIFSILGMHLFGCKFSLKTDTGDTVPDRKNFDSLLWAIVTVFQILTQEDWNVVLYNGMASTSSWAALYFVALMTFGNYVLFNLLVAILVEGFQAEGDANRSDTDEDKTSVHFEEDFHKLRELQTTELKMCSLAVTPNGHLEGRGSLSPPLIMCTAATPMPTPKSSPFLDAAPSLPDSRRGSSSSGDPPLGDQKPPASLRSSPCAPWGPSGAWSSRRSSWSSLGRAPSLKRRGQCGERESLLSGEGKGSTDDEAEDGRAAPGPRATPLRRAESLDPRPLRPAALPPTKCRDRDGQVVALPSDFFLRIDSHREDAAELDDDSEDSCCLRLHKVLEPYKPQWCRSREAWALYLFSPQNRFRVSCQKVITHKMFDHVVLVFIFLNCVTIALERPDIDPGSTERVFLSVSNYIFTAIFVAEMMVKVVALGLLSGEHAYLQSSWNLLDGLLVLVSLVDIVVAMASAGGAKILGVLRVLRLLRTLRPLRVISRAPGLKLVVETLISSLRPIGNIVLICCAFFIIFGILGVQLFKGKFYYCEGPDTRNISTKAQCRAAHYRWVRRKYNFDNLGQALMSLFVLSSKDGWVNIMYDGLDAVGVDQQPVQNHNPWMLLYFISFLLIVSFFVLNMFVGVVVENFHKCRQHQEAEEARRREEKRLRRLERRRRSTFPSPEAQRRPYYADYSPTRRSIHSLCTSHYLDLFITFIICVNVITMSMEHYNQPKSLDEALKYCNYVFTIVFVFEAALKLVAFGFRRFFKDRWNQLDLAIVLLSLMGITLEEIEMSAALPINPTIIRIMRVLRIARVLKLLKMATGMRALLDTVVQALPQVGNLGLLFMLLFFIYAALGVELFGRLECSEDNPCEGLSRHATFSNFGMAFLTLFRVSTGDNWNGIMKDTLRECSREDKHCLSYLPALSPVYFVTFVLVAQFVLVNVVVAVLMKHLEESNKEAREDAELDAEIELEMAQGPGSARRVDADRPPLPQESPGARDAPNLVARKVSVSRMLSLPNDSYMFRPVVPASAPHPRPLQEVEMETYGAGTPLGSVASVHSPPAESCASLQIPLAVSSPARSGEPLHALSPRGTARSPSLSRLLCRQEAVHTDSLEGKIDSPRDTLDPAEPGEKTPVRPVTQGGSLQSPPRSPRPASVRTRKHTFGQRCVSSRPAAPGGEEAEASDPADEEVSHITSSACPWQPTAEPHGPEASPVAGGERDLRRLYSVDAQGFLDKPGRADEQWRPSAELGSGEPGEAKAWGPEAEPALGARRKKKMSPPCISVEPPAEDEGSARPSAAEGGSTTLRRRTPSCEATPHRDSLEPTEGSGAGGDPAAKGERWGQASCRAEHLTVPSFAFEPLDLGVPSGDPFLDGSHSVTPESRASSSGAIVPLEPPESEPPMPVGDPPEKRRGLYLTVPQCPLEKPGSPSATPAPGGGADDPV
Active calls of the source: *. This is a subset; rates above refer to the full screens.

SMILES	Cav32 inh
Cc1c(C(=O)Nc2ccccc2)oc2c1C(=O)CC(C)(C)C2	-0.097
C/C(=C(\C#N)C(=O)NCCN1CCOCC1)N(C)C	0.0077
Clc1ccc(OCc2nnc(-c3ccccc3Br)o2)cc1	-0.65
O=C(O)CCc1ccc(-c2ccc(Br)cc2)n1Cc1ccco1	-2.7
O=C(/C=C/c1cccc([N+](=O)[O-])c1)NCC1CCCO1 (stereo not given)	-0.0075
Cc1ccc2cccc(Oc3nnnn3-c3ccccc3)c2n1	-2.7
O=C(CCN1C(=O)COc2ccccc21)NCCCN1CCN(c2ccccc2F)CC1	-1.2
CCOc1ccc(N(CC(=O)NCc2ccco2)S(C)(=O)=O)cc1	0.75
CCn1c(COc2ccc(C)cc2)nnc1SCC(=O)Nc1ccc(S(N)(=O)=O)cc1	-1.4
CCCCn1c(SCC(=O)N2CCCC2)nc2c1c(=O)n(C)c(=O)n2C	0.53
CCCCC(CC)C(=O)Nc1ccc(C#N)cc1 (stereo not given)	-0.5
CCCC(=O)Nc1cc(C)c(NC(=O)Cc2ccccc2)cn1	0.57
C=CCNC(=O)CSc1nnc(-c2ccccc2Cl)n1-c1c(C)n(C)n(-c2ccccc2)c1=O	1.1
c1ccc(-c2csc(Nc3ccc4c(c3)OCCO4)n2)cc1	0.00099
CCOc1cc(-c2cc(-c3ccc(N)cc3)nc(N)c2C#N)ccc1O	0.19
Cc1onc(-c2ccccc2Cl)c1C(=O)NCC1CCCO1 (stereo not given)	-1.8
COC(=O)C1=C(C)N(CCCC(=O)O)C(=O)NC1c1ccc([N+](=O)[O-])cc1 (stereo not given)	0.38
CC(C)Oc1ccccc1C1CC(=O)Nc2cc3c(cc21)OCCO3 (stereo not given)	-2
Cc1cccc(OCCCC(=O)Nc2ccc3c(c2)OCO3)c1	-1.6
COC(=O)c1[nH]c2ccccc2c1NC(=O)CN1CC(C)OC(C)C1 (stereo not given)	0.32

Six entries from above, as a markdown table:
| compound | Cav32 inh |
| --- | --- |
| CCCCC(CC)C(=O)Nc1ccc(C#N)cc1 (stereo not given) | -0.5 |
| CCCC(=O)Nc1cc(C)c(NC(=O)Cc2ccccc2)cn1 | 0.57 |
| C=CCNC(=O)CSc1nnc(-c2ccccc2Cl)n1-c1c(C)n(C)n(-c2ccccc2)c1=O | 1.1 |
| c1ccc(-c2csc(Nc3ccc4c(c3)OCCO4)n2)cc1 | 0.00099 |
| CCOc1cc(-c2cc(-c3ccc(N)cc3)nc(N)c2C#N)ccc1O | 0.19 |
| Cc1onc(-c2ccccc2Cl)c1C(=O)NCC1CCCO1 (stereo not given) | -1.8 |

Further compounds.
SMILES	Cav32 inh
CC(=O)NC(CCS(C)(=O)=O)C(=O)Nc1cccc(C(C)=O)c1 (stereo not given)	0.66
Cc1cccc(CN2CCN(CC(=O)NCc3cccs3)C2=O)c1	-0.025
CCC(=O)c1cn(CC(=O)OC)c2ccccc12	0.03
Cc1cc(C)n(-c2ccc(C(=O)Nc3ccc(S(=O)(=O)NCc4ccco4)cc3)cc2)n1	0.1
CC(=O)NC(CC(C)C)C(=O)NC(Cc1ccccc1)C(N)=O (stereo not given)	-0.47
CC1Cn2c(COc3ccccc3)nnc2S1 (stereo not given)	0.85
O=C(NCc1cn2ccccc2n1)c1ccccc1	-0.54
O=C(C1CCCCC1)N1CCN(C(=O)C2CCCCC2)CC1	0.48
CCOC(=O)CNC(=O)CSc1nc(NCc2ccccc2)nc(N(C)C)n1	-0.62
Cc1ccccc1CNC(=O)c1ccccc1	-0.28
Cc1nnc(NC(=O)Cc2ccc(OCc3c(C)noc3C)cc2)s1	-0.47
O=C(N/N=C/c1ccccc1)c1sccc1OCc1ccc(F)cc1	-0.17
CCCNC1CCS(=O)(=O)C1 (stereo not given)	0.7
O=c1c2cnn(-c3ccc(F)cc3)c2ncn1Cc1ccccc1	-0.26
O=C(CC1COc2ccccc2O1)Nc1ccccn1 (stereo not given)	-1.2
CCOC(=O)CCn1nc(-c2ccc(Cl)cc2)cc1N	0.28
Oc1ccc2[nH]ccc2c1	0.72
CC(CN(C(N)=O)c1ccccc1O)C(=O)O (stereo not given)	0.19
CCCCc1nnc(NC(=O)C=C(C)C)s1	0.018
C#CCNC(=O)[C@H](Cc1ccc(C(=O)c2ccccc2)cc1)NC(=O)OC(C)(C)C	0.23
CC(=O)Nc1ccc(N2CCN(Cc3ccccc3F)CC2)cc1	0.0045
COCCn1c(SCC(=O)Nc2ccc(Cl)c(S(=O)(=O)N(C)C)c2)nc2ccccc21	-6.2*
O=C(c1ccc(Cn2c(=O)[nH]c3ccccc3c2=O)cc1)N1CCN(c2ccc(Cl)cc2)CC1	-2.9
CC(=O)Nc1ccc(OC(=O)c2cccnc2)cc1	0.027
Cc1nn(Cc2ccc(C(=O)Nc3ccccc3C(F)(F)F)o2)c(C)c1Br	-2.4
NC(=O)C1=C[C@H](C2CCCCC2)C[C@H](OCc2ccc(CO)cc2)O1	0.65
Cc1cccc(C(=O)NC2CC(C)(C)NC(C)(C)C2)c1	0.47
O=C(Cn1ncc2ccccc21)N1CCc2ccccc21	0.54
COc1cc2c(cc1NC(=O)C(C)Sc1ccc(C)cc1)oc1ccccc12 (stereo not given)	-0.72
O=C1c2cnc3nc(SCc4ccccc4)nn3c2CC2c3ccccc3CCN12 (stereo not given)	-0.68
Cn1c(Cn2cnc(Cl)c2Cl)nc2ccccc21	0.43
Cc1nn(C)c(C)c1S(=O)(=O)N1CCC(C(=O)NC2CCCCC2)CC1	0.2
Cc1cc(C)n(-c2ccc(C(=O)Nc3ccccn3)cc2)n1	0.22
CCOC(=O)C1CCCN(C(=O)CN2C(=O)c3ccccc3C2=O)C1 (stereo not given)	0.22
O=C(Nc1sccc1C(=O)NCc1ccco1)c1cccnc1	-0.97
CCOC(=O)N1CCC(NC(=O)c2cccn3c(=O)c4cc(Br)ccc4nc23)CC1	0.17
O=C(Cn1nnc(-c2ccccc2)n1)N=Nc1c(O)[nH]c2ccccc12	1.1
Cc1sc2ncnc(NCC(C)(C)N3CCOCC3)c2c1C	1.9
Cc1c(C#N)c(NC(=O)c2cccc(Cl)c2)n(Cc2ccccc2)c1C	-0.98
C=CCOC(=O)C1=C[C@@H](c2csc3ccccc23)[C@H](CCCO)[C@@H](OCC)O1	-1.1
Cc1cc(C)nc(Sc2nc(Cl)nc(N(c3ccccc3)c3ccccc3)n2)n1	3.5
CCCC(c1nnnn1CCOC)N1CCN(Cc2ccccc2)CC1 (stereo not given)	0.08
O=C(NCc1ccccc1)c1cc(-c2cccc(O)c2)on1	0.35
CCOc1ccc(C2C=C(c3ccccc3)Nc3nnnn32)cc1 (stereo not given)	0.16
O=C(NCC1COc2ccccc2O1)C1C2C=CC3(CN(Cc4ccccc4Cl)C(=O)C13)O2 (stereo not given)	-8.7*
CC(=O)N(C)c1ccc(NC(=O)c2ccco2)cc1	-0.29
CC1C(=O)CCN(C(C)(C)C)C1C (stereo not given)	1.5
CC1CC(C)CN(CCCNC(=O)C2CCC(=O)N2C2CCCC2)C1 (stereo not given)	0.2
Cc1c(NC(=O)C(C)OC(=O)CNC(=O)c2ccc(C(C)(C)C)cc2)c(=O)n(-c2ccccc2)n1C (stereo not given)	1.7
COc1cccc(C2NC(=O)NC(C)=C2C(=O)OCCSC)c1OC (stereo not given)	-0.013
CSCCC(NC(=O)c1ccco1)C(=O)OC(C)C(=O)NC(=O)NC1CCCCC1 (stereo not given)	-2
Cc1nc(-c2ccccc2)nc2[nH]c(=O)n(-c3ccccc3)c(=O)c12	-0.043
O=C1C(C=Nc2ccccc2O)=C(O)c2ccccc21	-0.17
O=C(NC1CCCC1)C1CC(c2ccc(F)cc2)=NO1 (stereo not given)	0.7
Cc1ccc(S(=O)(=O)N2CCOCC2)cc1NC(=O)COC(=O)CSc1ccc(Br)cc1C	-0.12
CCCCC(=O)Nc1ccc(C(=O)Nc2nnc(COC)s2)cc1	0.29
COCCNC(=O)CN1CCC(n2c(C)nc3cc(C(F)(F)F)ccc32)CC1	2.1
C=CCc1c(C)nc(SCC(=C)C)[nH]c1=O	1.2
NC(=O)[C@@H]1CCCNc2c(I)cc([N+](=O)[O-])cc2C(=O)N[C@@H](CCC(=O)O)C(=O)N[C@@H](CO)C(=O)N1	0.41
COC(=O)c1cc2sccc2n1Cc1nc(-c2ccc(Cl)cc2)oc1C	-0.52

(continued)
SMILES	Cav32 inh
Cc1ccccc1OCCCCCn1ccnc1	-0.18
COc1cc2[nH]c(=S)n(Cc3ccc(C)o3)c(=O)c2cc1OC	0.24
COc1ccc(NC(=O)N2CCCC2C(=O)NCc2ccc(F)cc2)cc1 (stereo not given)	-0.092
COc1ccc(Cl)cc1N(CC(=O)Nc1ccccc1C(=O)NCc1ccco1)S(C)(=O)=O	-0.82
COC(=O)c1[nH]c2ccc(C)cc2c1NC(=O)CN1CCN(c2ccccc2)CC1	-3.9
COc1cccc(-c2nc(CS(=O)CC(=O)NCc3ccccc3Cl)c(C)o2)c1 (stereo not given)	-0.73
Clc1ccc(Cc2nn3c(Cn4nnc5ccccc54)nnc3s2)cc1	-1.7
O=C(Nc1nnc(CCS(=O)(=O)c2ccc(Br)cc2)s1)c1ccc([N+](=O)[O-])cc1	0.87
O=C(COCCOCC(=O)N(c1ccccn1)C1CCCCC1)N(c1ccccn1)C1CCCCC1	-0.039
Cc1cc(C)c(NC(=O)C2C3/C=C\CCCCC32)c(C)c1 (stereo not given)	-0.93
O=C1Nc2ccccc2C1(c1ccccc1)c1ccccc1	-9.5*
COc1ccc(S(=O)(=O)N2CCCC(C(=O)Nc3ccc4c(c3)OCCO4)C2)cc1 (stereo not given)	-0.35
COC(=O)c1sccc1-c1ccc(C(=O)Nc2cccnc2)o1	0.07
O=C1CCC/C1=C/Nc1ccc2c(c1)OCO2	-0.12
COc1cccc2sc(N(C)c3ccccc3)nc12	-2.6
Cc1oc(-c2cccs2)nc1CSCC(=O)NC1CC1	1.5
Cc1cc(C)cc(NC(=O)c2cc(S(=O)(=O)NCc3ccco3)ccc2F)c1	-2.9
COc1ccc(Cc2nc(-c3ccc(Br)cc3)no2)cc1	-0.48
O=C(O)CCC(=O)NCc1ccc(F)cc1	0.048
COC(=O)C1=CN(CC2CCCO2)C=C(C(=O)OC)C1c1ccsc1 (stereo not given)	-0.86
O=C(NC1CCCCCC1)C1CCN(S(=O)(=O)c2ccccc2)CC1	0.32
O=C(N1CCOCC1)n1cnc2ccccc21	0.42
Clc1cccc(Oc2cnns2)c1Cl	-0.14
CC(=O)Nc1ccc(NS(=O)(=O)c2ccc(Cl)c(C(=O)O)c2)cc1	0.22
Cc1ccccc1Cc1c(C)nc2c(C(=O)NCc3ccco3)cnn2c1C	-5.2
Clc1ccc(Cl)c(-c2nn3c(COc4ccccc4)nnc3s2)c1	2.2
CCOC(=O)CNC(=O)C1c2ccccc2C(=O)N(c2ccc(OC)cc2)C1c1ccc(OC)cc1 (stereo not given)	-0.14
Cc1cc2c3c(c1)C1(SCC(=O)N1c1ccc(F)cc1)C(=O)N3C(C)(C)CC2C (stereo not given)	-3.4*
O=C(Nc1cccnc1)Nc1ccccc1Cl	-0.13
O=S(=O)(c1cccc(NC(=S)Nc2ccc(Br)cc2Cl)c1)N1CCOCC1	-1.9
CCCCN(CC)C(=O)c1n[nH]c(=O)c2ccccc12	-0.14
Cc1c(Cc2ccc3c(c2)OCO3)sc(NC(=O)C(C)(C)C)c1C#N	0.032
O=C(CSc1nnc2c3c4c(sc3ncn12)CCCC4)NCc1ccco1	0.044
Cc1ccccc1N(CC(=O)N/N=C/c1ccc(F)cc1)C(=O)c1ccccc1	-5.6*
CCC(CC)C(=O)Nc1cc(C(=O)NCCc2ccccc2)ccc1Cl	0.075
Cc1ccc2nc(-c3ccccc3)cn2c1	-0.75
CCOc1ccc(NCc2nnc(SCC(=O)Nc3cc(C)on3)n2-c2ccc(OC)cc2)cc1	1.1
CN1CCN(C(=O)Nc2cccc3ccccc23)CC1	0.65
Cn1c(=O)c2c(nc(NCCCN3CCOCC3)n2Cc2ccc(Cl)cc2)n(C)c1=O	-0.7
O=C(Nc1nc(-c2ccccn2)cs1)c1ccc(Cl)s1	-1.5

Next part; the last two above are carried over.
SMILES	Cav32 inh
Cn1c(=O)c2c(nc(NCCCN3CCOCC3)n2Cc2ccc(Cl)cc2)n(C)c1=O	-0.7
O=C(Nc1nc(-c2ccccn2)cs1)c1ccc(Cl)s1	-1.5
COCCn1c(SCc2csc(-c3ccccc3)n2)nc2ccccc21	-3.3
COc1cc(C2CC(=O)c3c([nH]c(C(=O)OCCOC(C)C)c3C)C2)cc(OC)c1OC (stereo not given)	-4.7*
Cc1cc(NC(=O)c2cc(-c3ccc(C)s3)nc3ccccc23)no1	0.041
O=C1Nc2ccccc2C1(O)Cc1ccncc1 (stereo not given)	0.53
O=C1C2CCCN2C(c2ccc(F)cc2)N1c1nccs1 (stereo not given)	-0.37
CCOC(=O)c1sc(N(Cc2ccccc2)C(=O)CSc2ncn[nH]2)nc1C	-1.7
CC(=O)c1ccc(NS(=O)(=O)Cc2ccc(Cl)cc2)cc1	-0.064
Cc1nn(-c2ccccc2)c(Cl)c1C1C(C#N)=C(N)Oc2n[nH]c(C)c21 (stereo not given)	1.1
COC(=O)CNC(=O)C(Cc1c[nH]c2ccccc12)NC(=O)OC(C)(C)C (stereo not given)	0.0025
CC(=O)NC(NC(C)=O)c1ccc(N(C)C)cc1	0.11
Cc1cnc(NC(=O)Cc2c[nH]c3ccccc23)s1	-1.1

Cav32 inh: entries above that show a hit
SMILES	Cav32 inh
COCCn1c(SCC(=O)Nc2ccc(Cl)c(S(=O)(=O)N(C)C)c2)nc2ccccc21	-6.2*
O=C(NCC1COc2ccccc2O1)C1C2C=CC3(CN(Cc4ccccc4Cl)C(=O)C13)O2 (stereo not given)	-8.7*
O=C1Nc2ccccc2C1(c1ccccc1)c1ccccc1	-9.5*
Cc1cc2c3c(c1)C1(SCC(=O)N1c1ccc(F)cc1)C(=O)N3C(C)(C)CC2C (stereo not given)	-3.4*
Cc1ccccc1N(CC(=O)N/N=C/c1ccc(F)cc1)C(=O)c1ccccc1	-5.6*
COc1cc(C2CC(=O)c3c([nH]c(C(=O)OCCOC(C)C)c3C)C2)cc(OC)c1OC (stereo not given)	-4.7*
